Rac1 mut GTP: GTP binding modulators of activated mutant Rac1, primary screen, biochemical, bead-based flow cytometry, multiplex, fluorescent GTP; Ras-related C3 botulinum toxin substrate 1 (Homo sapiens), P63000; 190,000 compounds, 0.11% hits; percent activity (GTP binding), % at 10 µM; GST-Rac1 activated beads; actives lie on both sides; 100% means binding = to untreated wells; AID 764, 2007;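 active means GTP binding at least 20 percentage points away from the 100% baseline, in either direction, so actives lie on both sides; inconclusive means Compound likely fluorescent itself, or too few beads counted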
Rab2 wt GTP: modulators of GTP binding to Rab2A wildtype, primary screen, biochemical, dog, bead-based flow cytometry, multiplex; Ras-related protein Rab-2A (Canis lupus familiaris), P61105; GST-Rab2 wt beads, Bodipy-GTP binding; GTP binding activity, % at 10 µM; 190,000 compounds, 0.19% hits;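 active means GTP binding activity at least 20 points away from 100%, either lowered or raised; inconclusive means signal likely due to the compound's own green fluorescence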;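 further: 0% = beads with excess unlabeled GTP and 100% = no-compound control corrected for plate trend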
Avidin fluor: green autofluorescence of compounds with avidin beads – biophysical, 488/530 nm, flow cytometry, artefact control, profiling panel. compound fluorescence 488/530 nm; hits give high values. fluorescence (KMESF) at 10 µM. 220,000 compounds, 0.38% hits; in the data active means fluorescence above about 47; further: inactives centre near 10
Mcl-1 Bim block: inhibitors of Bim peptide binding to Mcl-1, primary screen, biochemical, bead-based flow cytometry, multiplex; Induced myeloid leukemia cell differentiation protein Mcl-1 (Homo sapiens), Q07820; Bim peptide-Mcl-1 binding; inhibition, % at 10 µM; 190,000 compounds, 0.1% hits; in the data active means inhibition above about 40%;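 further: 0% = no compound tracer wells and 100% = peptide blocker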
Target sequence (Q07820 whole entry, looked up): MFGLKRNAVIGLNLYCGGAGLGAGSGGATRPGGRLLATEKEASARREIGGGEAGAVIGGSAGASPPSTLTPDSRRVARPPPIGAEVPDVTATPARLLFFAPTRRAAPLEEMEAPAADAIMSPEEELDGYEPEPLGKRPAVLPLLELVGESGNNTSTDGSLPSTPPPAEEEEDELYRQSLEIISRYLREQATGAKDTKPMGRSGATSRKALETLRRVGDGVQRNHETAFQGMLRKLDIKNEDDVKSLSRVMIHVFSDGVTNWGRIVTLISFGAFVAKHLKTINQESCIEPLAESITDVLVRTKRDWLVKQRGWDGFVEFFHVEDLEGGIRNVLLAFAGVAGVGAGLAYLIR
Mcl1-Bid inh: Mcl-1/Bid binding inhibitors, primary screen, biochemical, TR-FRET, 1536-well; Induced myeloid leukemia cell differentiation protein Mcl-1 (Homo sapiens), Q07820; TR-FRET Mcl-1/Bid-Dy647 peptide binding; inhibition, % at 21.7 µM; 220,000 compounds, 0.97% hits; AID 1021, 2008;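 active means compounds that cut the binding signal by more than half at the single screening dose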;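 further: His-tagged Mcl-1 with europium anti-His antibody binding Bid BH3 peptide; 0% = Mcl-1 plus peptide wells and 100% = peptide-only wells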
Mcl1-Noxa inh: Mcl-1/Noxa binding inhibitors, primary screen, biochemical, TR-FRET, 1536-well | Induced myeloid leukemia cell differentiation protein Mcl-1 (Homo sapiens), Q07820 | TR-FRET Mcl-1/Noxa peptide binding, 2 h | inhibition, % at 21.7 µM | 220,000 compounds, 1.5% hits | AID 1022, 2008;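 active means compounds that cut the protein-peptide binding signal by more than 50% relative to plate controls in a single-dose test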;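 further: His-tagged Mcl-1 with rhodamine Noxa BH3 peptide and terbium anti-His antibody; 0% = Mcl-1 plus Noxa peptide wells and 100% = peptide-only wells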
Cdc42 wt GTP: modulators of GTP binding to wildtype Cdc42, primary screen, biochemical, multiplex bead flow cytometry, Bodipy-GTP | Cell division control protein 42 homolog (Homo sapiens), P60953 | GST-Cdc42 beads; actives lie on both sides | percent activity (GTP binding), % at 10 µM | 190,000 compounds, 0.2% hits;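 active means percent activity GTP binding at least 20 points away from the 100% baseline, either down as inhibitor or up as activator; inconclusive means compound flagged as likely green fluorescent from well-wide comparison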;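 further: median bead fluorescence of bound Bodipy-FL-GTP at 100 nM; 0% = excess unlabeled GTP control and 100% = no compound control; below 100% means less GTP binding so inhibitor and above means activator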
Target sequence (P60953 whole entry, looked up): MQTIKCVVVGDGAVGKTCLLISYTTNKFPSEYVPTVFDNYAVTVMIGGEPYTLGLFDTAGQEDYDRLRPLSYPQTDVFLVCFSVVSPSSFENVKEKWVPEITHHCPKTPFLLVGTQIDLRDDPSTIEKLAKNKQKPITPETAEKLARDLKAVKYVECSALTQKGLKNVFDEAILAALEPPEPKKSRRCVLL
HRas wt GTP bind: modulators of GTP binding to HRas wildtype, primary screen, biochemical, bead-based flow cytometry, multiplex; GTP binding activity, % at 10 µM; GST-Ras wt beads, Bodipy-FL-GTP binding; actives lie on both sides; 190,000 compounds, 0.14% hits;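 active means GTP binding activity at least 20% away from the 100% baseline, either lowered as inhibitor or raised as activator; inconclusive means flagged as likely green fluorescent, judged across all proteins in the well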;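 further: 0% = unlabeled GTP competition control and 100% = no-compound control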
Target sequence (P01112 whole entry, looked up): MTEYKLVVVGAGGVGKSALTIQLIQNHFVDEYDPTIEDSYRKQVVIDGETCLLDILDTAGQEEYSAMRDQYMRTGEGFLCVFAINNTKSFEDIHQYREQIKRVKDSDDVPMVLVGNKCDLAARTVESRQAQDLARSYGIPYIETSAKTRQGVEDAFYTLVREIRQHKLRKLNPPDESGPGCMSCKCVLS
Rab7 wt GTP bind: modulators of GTP binding to Rab7, primary screen, biochemical, wildtype, multiplex bead flow cytometry; GTP binding activity (percent of control), % at 10 µM; GST-Rab7 beads, fluorescent GTP binding; actives lie on both sides; untreated = 100%, excess cold GTP = 0%; 190,000 compounds, 0.055% hits;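 active means fluorescent GTP binding to Rab7 beads changed by at least 20 points from the 100% baseline, either direction, mostly lower; inconclusive means compound itself probably fluorescent, or too few beads counted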;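 further: median green fluorescence of bound Bodipy-FL-GTP per Rab7 bead population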
Rac1 wt GTP bind: wildtype Rac1 GTP binding modulators, primary screen, biochemical, GST-Rac1 beads, flow cytometry, multiplex. Ras-related C3 botulinum toxin substrate 1 (Homo sapiens), P63000. fluorescent GTP binding; actives lie on both sides; 0 = cold GTP competed, 100 = untreated. GTP binding activity (% of control), % at 10 µM. 190,000 compounds, 0.27% hits;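 active means GTP binding activity at least 20 points away from the 100% control level, either lower or higher; inconclusive means compound flagged as likely green fluorescent, judged across all proteins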
Pf gamet viab: late stage P. falciparum gametocyte viability inhibitors, primary screen, ATP luminescence, HTS; P. falciparum stage V gametocytes, 24 h; inhibition, % at 10.9 µM; 150,000 compounds, 0.065% hits;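 active means inhibition above the mean plus 3 SD of compounds within the control limits, set per campaign, cut at about 38% in these data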;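 further: 0% = DMSO wells and 100% = medium only without gametocytes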
* marks the source's active call; other numbers are inactive results; ? = inconclusive; · = no result given.

Results follow in this order: Rac1 mut GTP, Rab2 wt GTP, Avidin fluor, Mcl-1 Bim block, Mcl1-Bid inh, Mcl1-Noxa inh, Cdc42 wt GTP, HRas wt GTP bind, Rab7 wt GTP bind, Rac1 wt GTP bind, Pf gamet viab
- Cc1ccc(NC(=O)/C(=C/c2cccc([N+](=O)[O-])c2)NC(=O)C2CCCCC2)c(C)c1
  98, 98, 6, -2, -13, -2, 98, 96, 96, 96, 8
- O=C(CN1C(=O)C2C3C=CC(C3)C2C1=O)Nc1cccc2c1CCCC2 (centres undefined)
  93, 94, 21, -2, -14, 5, 96, 96, 98, 93, -14
- CCOC(=O)c1cccc(S(=O)(=O)N2CCOCC2)c1
  88, 94, 3, -6, -21, 8, 89, 93, 100, 91, -10
- Cc1ccc(OCCOCCN2CCCCC2)c([N+](=O)[O-])c1
  94, 98, 7, 3, 13, 22, 96, 96, 99, 93, 3
- O=C1NN(c2ccc(F)cc2)C(=O)/C1=C\c1cnn(-c2ccccc2)c1
  92, 96, 9, 1, -22, 15, 94, 94, 101, 92, -5
- CCOC(=O)C1C(c2cccs2)NC(=O)NC1(O)C(F)(F)F (centres undefined)
  99, 104, 14, 0, -13, -9, 107, 104, 104, 108, -9
- CC(C)C(=O)Nc1nnc(Sc2ccc(N(C)C)cc2)s1
  102, 103, 10, 1, -17, 16, 104, 104, 104, 106, ·
- COc1ccccc1-c1nnc(SCC(=O)O)n1C
  99, 108, 14, 2, -19, -1, 106, 107, 106, 103, ·
- C[C@@H]1CC[C@@]2(O[C@H](CCO)C[C@H](O)[C@H]2O)O1
  94, 98, 6, -4, -3, 7, 99, 97, 104, 98, ·
- COc1ccccc1-c1nnc(NC(=O)C(C)Sc2nncn2C)s1 (centres undefined)
  95, 97, 10, 0, 35, 18, 99, 99, 100, 99, -14
- CN(CC(=O)NCCC1=CCCCC1)S(=O)(=O)c1ccc2c(c1)c(=O)n(C)c(=O)n2C
  96, 95, 7, 0, -10, 17, 94, 97, 97, 99, ·
- CC(Oc1ccccc1)C(=O)Nc1oc(-c2ccco2)c(-c2ccco2)c1C#N (centres undefined)
  ?, ?, 9, 3, -55, 30, ?, ?, ?, ?, -24
- CCC(=O)Nc1cccc(NC(=O)CSc2nnc(C3CC3)n2C)c1
  96, 97, 18, -1, -14, 4, 100, 100, 97, 101, ·
- Clc1ccc(Cn2ncc3c(NCc4cccnc4)ncnc32)cc1
  96, 96, 7, 8, 0, 8, 98, 97, 100, 98, ·
- NC(=O)C1CCN(C(=O)c2ccc(C(F)(F)F)cc2)CC1
  101, 103, 7, 0, -29, -18, 103, 103, 100, 100, ·

Results follow in this order: Rac1 mut GTP, Rab2 wt GTP, Avidin fluor, Mcl-1 Bim block, Mcl1-Bid inh, Mcl1-Noxa inh, Cdc42 wt GTP, HRas wt GTP bind, Rab7 wt GTP bind, Rac1 wt GTP bind, Pf gamet viab
- O=C(CCN1CCN(C/C=C/c2ccccc2)CC1)Nc1ccccc1
  100, 99, 11, -1, -24, 0, 104, 102, 103, 107, ·
- Cc1ccc(NCc2nnc(SCC(N)=O)n2CC2CCCO2)c(C)c1 (centres undefined)
  99, 99, 7, -2, -19, 0, 100, 102, 102, 110, ·
- c1ccc(C(CN2CCOCC2)c2ccccc2)cc1
  99, 104, 7, 0, 45, 13, 102, 103, 100, 99, 18
- Cc1nnc(NC(=O)c2ccc3c(c2)OCO3)s1
  95, 95, 21, -2, -12, 10, 96, 94, 92, 95, ·
- Cc1cc(C)n2nc(SCC(=O)Nc3c(C)n(C)n(-c4ccccc4)c3=O)nc2n1
  100, 99, 12, -5, -5, 3, 104, 103, 99, 107, 0
- CCOC(=O)Cc1csc(NC(=O)COc2ccc3c(C)cc(=O)oc3c2)n1
  96, 95, 7, 0, -41, 36, 98, 93, 92, 95, -7
- O=C(O)C1CCN(C(=O)c2scc3c2OCCO3)CC1
  99, 103, 9, -2, 4, 18, 102, 104, 104, 102, -3
- O=C(CCn1c(=O)c2sccc2n(CC(=O)OCc2ccccc2)c1=O)NCc1ccco1
  97, 98, 7, -5, 9, 0, 98, 97, 96, 100, ·
- CC1(C)Cc2ccccc2C2=C(C(=O)N3CCCCCC3)C(=O)C(=O)N21
  94, 99, 9, 4, -6, 8, 100, 100, 95, 103, 20
- CN(C)S(=O)(=O)c1cccc(C(=O)OCC(=O)Nc2sccc2C#N)c1
  95, 95, -4, 5, -1, 2, 95, 95, 96, 97, ·
- O=C1S/C(=C\C=C\c2ccco2)C(=O)N1c1ccccc1
  101, 100, 13, -5, -17, 21, 102, 100, 99, 107, -10
- Cc1ccc(C(=O)NCCc2ccc(F)cc2)s1
  96, 102, 10, 0, -37, 12, 102, 99, 109, 98, ·
- c1nc(N2CCC3(CC2)OCCO3)c2c3c(sc2n1)CCCC3
  97, 97, 6, 2, 2, -4, 101, 100, 94, 105, 2
- CC(Oc1ccc(C#N)cc1)C(=O)c1ccc(F)c(F)c1 (centres undefined)
  94, 99, 22, 0, 17, 20, 95, 96, 105, 94, ·
- O=C(CC(C(=O)N1CCc2ccccc21)n1ccnc1)NCc1ccccc1 (centres undefined)
  100, 101, 4, -2, -9, 1, 99, 100, 99, 101, ·

Results follow in this order: Rac1 mut GTP, Rab2 wt GTP, Avidin fluor, Mcl-1 Bim block, Mcl1-Bid inh, Mcl1-Noxa inh, Cdc42 wt GTP, HRas wt GTP bind, Rab7 wt GTP bind, Rac1 wt GTP bind, Pf gamet viab
- CC1SC(=NC(=O)c2ccncc2)NC1=O (centres undefined)
  97, 97, 22, -1, -16, 11, 98, 98, 100, 99, 5
- CCOc1ccccc1NC(=O)CSc1nnc(-c2ccccn2)n1Cc1ccco1
  96, 101, 11, 0, -35, -10, 98, 100, 99, 99, 4
- CS(=O)(=O)N(Cc1ccccc1)c1ccc(C(=O)NC2CCCCC2O)cc1 (centres undefined)
  95, 97, 7, -4, -14, 13, 93, 98, 98, 96, ·
- Cc1ccccc1-n1c(C)nnc1SCC(=O)N1CC(=O)Nc2ccccc21
  98, 98, 24, 0, -3, 8, 104, 101, 104, 103, -2
- Cc1cccc(NC(=S)NC2CC3CCC(C2)N3Cc2ccco2)c1 (centres undefined)
  102, 104, 18, -8, -29, 10, 104, 105, 101, 103, 14
- O=C(/C=C/c1ccc(Cl)cc1Cl)N1CCN(c2ccccc2[N+](=O)[O-])CC1
  92, 92, 2, 0, -15, 14, 97, 96, 96, 99, -1
- COc1ccccc1N1CCN(Cc2nc(N)nc(Nc3ccc(C)c(Cl)c3)n2)CC1
  97, 98, 6, -1, -12, 9, 98, 99, 98, 100, 4
- COc1ccc(S(=O)(=O)Nc2ccc(NC(C)=O)cc2)cc1Br
  92, 95, 11, 0, -12, 13, 96, 95, 95, 95, 4
- CC(Sc1nc2ccccc2s1)C(=O)N1CCOCC1 (centres undefined)
  101, 104, 3, -3, -13, 6, 106, 104, 104, 107, ·
- COC(=O)CNC(=O)/C=C/c1ccc(OC)cc1
  104, 105, 9, 0, 0, 28, 106, 104, 102, 111, ·
- CC(C)c1ccccc1NC(=O)c1cccnc1
  100, 100, 13, -5, -24, -6, 102, 102, 101, 105, ·
- Cc1cccc(OCCn2c(=O)sc3ccccc32)c1
  97, 99, 6, -6, -18, 12, 94, 100, 101, 104, -6
- CC(C)(O)C(O)COc1c2ccoc2cc2oc(=O)ccc12 (centres undefined)
  96, 97, 12, 2, 20, 15, 98, 96, 103, 96, ·
- O=S(=O)(c1ccc(F)cc1)c1nc(-c2ccco2)oc1Nc1ccccc1
  96, 98, 1, -2, -40, 13, 97, 98, 97, 102, -19
- Cc1ccc(Sc2oc(/C=N/n3cnnc3)cc2Br)cc1
  92, 98, 10, 0, 1, -6, 96, 99, 105, 101, 2

Results follow in this order: Rac1 mut GTP, Rab2 wt GTP, Avidin fluor, Mcl-1 Bim block, Mcl1-Bid inh, Mcl1-Noxa inh, Cdc42 wt GTP, HRas wt GTP bind, Rab7 wt GTP bind, Rac1 wt GTP bind, Pf gamet viab
- C/C(NCC(C)(C)CN(C)C)=C(/C#N)C(=O)NCc1ccccc1
  98, 101, 14, 0, -23, -2, 98, 101, 103, 105, ·
- CCc1ccc(S(=O)(=O)Nc2cccc(-c3ccc4nncn4n3)c2)s1
  92, 93, 5, -1, 7, 3, 90, 93, 98, 92, ·
- CC1=C(C(=O)Nc2ccccc2C)C2(CCCCC2)C(C(N)=O)C(=S)N1 (centres undefined)
  103, 102, 2, -5, -4, 34, 104, 105, 100, 108, -14
- Cc1cc(C)c2c(=O)[nH]c(SCc3ccccc3C)nc2n1
  87, 97, 10, 1, -5, 7, 91, 94, 106, 100, ·
- Cn1c(=O)c2c(nc(OCC3COC(C)(C)O3)n2Cc2ccccc2F)n(C)c1=O (centres undefined)
  98, 101, 12, -5, 3, -19, 101, 100, 101, 101, ·
- O=C(N1CCOCC1)N1CCC(n2nnc3cc(F)ccc32)CC1
  100, 101, 14, 1, -10, 4, 103, 103, 104, 103, ·
- O=C(Cc1ccccc1)Nc1ccc(NC(=O)c2cccs2)cc1Cl
  96, 98, 12, 1, -11, 13, 100, 98, 105, 99, 17
- Oc1ccc(/C=C/c2ccnc3ccccc23)cc1
  99, 98, 1, 0, -50, -11, 97, 99, 100, 98, -25
- O=C(O)Cc1ccc(NC(=O)Nc2ccc(Br)cc2)cc1
  95, 93, 21, 0, -21, 3, 95, 93, 93, 93, -13
